Myeloid diff 2 – induction of myeloid progenitor differentiation, primary screen, cell-based, flow cytometry, MLPCN library; ER-HoxA9 myeloid progenitors, lysozyme-GFP differentiation; calls only at 10 µM; hit rate 1% among 360,000;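 active = normalized GFP-positive differentiation at or above the plate's own cutoff, the solvent-only control mean plus 3 SD; inconclusive = no clear call, values can overlap the other calls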;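 note: cells exposed to compound for four days before flow analysis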
SIAH1 antagonists – Siah-1 peptide-binding antagonists, primary screen, biochemical, fluorescence polarization, rhodamine-plectin, uHTS (AID 1817); E3 ubiquitin-protein ligase SIAH1 (Homo sapiens); Siah-1 / rhodamine-plectin peptide fluorescence polarization; higher % means a stronger effect; displacement, % at 20 µM; hits with a dose series show IC50 in µM; hit rate 0.02% among 290,000;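 active = displacement of at least 50% at 20 µM, with a fluorescence ratio check between 0.3 and a set limit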;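 note: plate controls were Siah plus tracer with DMSO for no effect and tracer alone without Siah for full effect; strong numbers were not always called active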
Lipid droplet – inhibitors of hepatocyte lipid droplet formation, primary screen, imaging, high-throughput imaging, BODIPY stain; AML12 mouse hepatocytes, oleate lipid droplets; inhibition, % at 6.5 µM; hit rate 0.4% among 240,000; AID 1656, 2009;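 active = lipid droplet intensity inhibited by at least 50%, with more than 500 cells counted; inconclusive = wells with under 300 cells, treated as cytotoxic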
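Assay system: AML12 mouse liver cells | Compound: 6.5 µM single-point dosing | Schedule: Overnight exposure | Technique: Fluorescence imaging, 20x objective, two fields per well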
LYP inhibition – inhibitors of LYP phosphatase, biochemical, fluorescence intensity, uHTS (AID 1779); Tyrosine-protein phosphatase non-receptor type 22 (Homo sapiens); recombinant LYP phosphatase, fluorescence intensity; higher % means a stronger effect; inhibition, % at 11.5 µM; hits with a dose series show IC50 in µM; hit rate 0.054% among 290,000;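 note: plate controls were vehicle with enzyme for no effect and no enzyme for full effect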
HEK293 NOD2/NF-kB – NOD2 signaling inhibitors, cell-based, luminescence, uHTS, HEK293 (AID 1566). hit rate 0.63% among 290,000. HEK293 NOD2/NF-kB luciferase reporter, luminescence; higher % means a stronger effect. inhibition, % at 4 µM, or EC50 in µM where a hit was titrated; note: many of its hits are not listed in these tables
AID2073 – inhibitors of Mint1-CaV2.2 protein interaction, biochemical, HTRF (AID 2073); Voltage-dependent N-type calcium channel subunit alpha-1B (Homo sapiens); HTRF protein-protein interaction, Mint1-CaV2.2; higher % means a stronger effect; one-dose inhibition, % at 20 µM; IC50 in µM for titrated hits; hit rate 0.19% among 290,000; in the data active = inhibition mostly above about 51%, no sharp cut-off; inconclusive = no clear call, values can overlap the other calls; inactive = mostly below about 53%; note: some results filed as inactive read as strong as hits
Dengue-2 NS5 capping – Dengue-2 NS5 methyltransferase inhibitors, primary screen, biochemical, confirmation dose response (AID 588689) | Genome polyprotein (Dengue virus type 2 (strain 16681-PDK53)) | Dengue-2 NS5 methyltransferase capping enzyme assay, biochemical; higher % means a stronger effect | inhibition, % at 25 µM, or IC50 in µM where a hit was titrated | hit rate 0.3% among 340,000; in the data active = a potency from the dose series; inconclusive = inhibition above about 29% without an active follow-up result
HIV peptide binding – inhibitors of HIV fusion peptide binding, primary screen, biochemical, uHTS, fluorescence dequenching (AID 1986); hit rate 0.3% among 290,000; one-dose inhibition, % at 20 µM; IC50 in µM for titrated hits; cell-free peptide binding, fluorescence dequenching, 30 min; higher % means a stronger effect; in the data active = inhibition mostly above about 52%, no sharp cut-off; inactive = mostly below about 76%; note: some results filed as inactive read as strong as hits
XIAP antagonists – XIAP antagonists, biochemical, IAP family, fluorescence polarization (AID 1018) | displacement, % at 20 µM; hits with a dose series show IC50 in µM | XIAP BIR domain, fluorescence polarization peptide displacement; higher % means a stronger effect | E3 ubiquitin-protein ligase XIAP (Homo sapiens) | hit rate 0.007% among 200,000; in the data active = displacement above about 50%; note: a part of the inactive calls stands beside numbers as strong as those of hits
Lipid droplet cells 6.5 µM – further read-out of Lipid droplet, marked with its call; cell count; measured here: cell count, cytotoxicity flag;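 cells counted across two imaged fields per well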
Myeloid diff 2 GFP+ MAC1+ % – recorded beside Myeloid diff 2, whose call it bears; GFP+ MAC1+ double positive, %; measured here: differentiation confirmed by MAC1 staining
* hit, by the source's call; i = inactive; ? = inconclusive; nt = not tested or not shown. Cut-off read from the data, not from the text of the source, unless noted: active = inhibition above about 50%; inactive = the rest.

SMILES | Myeloid diff 2 | Myeloid diff 2 GFP+ MAC1+ % | SIAH1 antagonists | Lipid droplet | Lipid droplet cells 6.5 µM | LYP inhibition | HEK293 NOD2/NF-kB | AID2073 | Dengue-2 NS5 capping | HIV peptide binding | XIAP antagonists
COc1ccc(CN2CCN(Cc3ccco3)CC2)cc1OC | i | 0.4 | 5% | 0 | 812 | 1% | 0% | 18% | -3% | 1.1% | nt
Cc1csc(NC(=O)c2ccco2)n1 | i | 0.3 | 4% | -13 | 723 | -1% | -2% | 5% | 2% | -0.2% | -5.0%
O=C(Nc1ccc(F)cc1)C1CC(=O)n2c(nc3ccccc32)N1 (centres undefined) | i | 0.2 | 11% | 0 | 642 | -2% | 7% | 26% | -14% | 8.9% | -3.8%
O=C(Nc1ccc2c(c1)CCC2)C1CCN(c2ncccn2)CC1 | i | 0.6 | -4% | nt | nt | -10% | 3% | -6% | -10% | -1.8% | -2.5%
Cc1ccc(C)c(N2CCN(C(=S)NC3CCCCC3)CC2)c1 | i | 0.3 | 6% | 7 | 665 | -6% | 6% | -3% | -1% | -1.2% | -2.6%
Cc1c(C(=O)O)cccc1-n1c(C)cc(/C=N/Nc2ccc([N+](=O)[O-])cn2)c1C | i | 0.9 | -3% | 0 | 705 | 13% | 2% | 8% | 21% | 21% | nt
O=C1NC(=O)C(CC(=O)N(Cc2ccco2)C2(C(=O)NC3CCCC3)CCCCC2)N1 (centres undefined) | i | 0.0 | 0% | -19 | 734 | -1% | 11% | -2% | -2% | 2.0% | -0.6%
CCN(CC)S(=O)(=O)c1cc(Br)ccc1OC | i | 0.5 | 0% | nt | nt | 3% | 10% | 3% | 2% | 8.6% | -4.2%
COC(=O)/C(C#N)=C(/Nc1ccc(F)c(Cl)c1)C(F)(F)F | i | 2.0 | -4% | 1 | 656 | -6% | 5% | -2% | 1% | -2.2% | nt
CC(C(=O)Nc1ccc(O)cc1)c1cccc(C(=O)c2ccccc2)c1 (centres undefined) | i | 0.1 | -1% | -12 | 570 | -6% | 16% | 1% | nt | -0.2% | -2.1%
CC(C)CN1C(=O)CC(Sc2ccccc2C(=O)O)C1=O (centres undefined) | i | 7.0 | -3% | 2 | 741 | -3% | -12% | 10% | -2% | -0.5% | -1.1%
Clc1ccc(-c2nc(-c3ccccn3)no2)cc1Cl | i | 6.6 | -1% | nt | nt | -6% | -177% | 32% | -6% | 0.7% | -5.5%
O=C(c1cccs1)N1CCN(Cc2ccc3c(c2)OCO3)CC1 | i | 0.5 | 4% | nt | nt | -5% | -1% | 6% | 2% | -0.7% | -7.3%
CCOc1ccccc1N1CCN(Cc2cc3c(cc2[N+](=O)[O-])OCO3)CC1 | i | 0.8 | 3% | -2 | 796 | -5% | -1% | 10% | 15% | -1.6% | nt
CCOc1cc(C(=S)N2CCC(O)CC2)ccc1OS(=O)(=O)c1ccc(Br)cc1 | i | 6.5 | -5% | -22 | 733 | 0% | 6% | -24% | -4% | -2.3% | -11%
Cc1ccc(C(=O)Nn2c(C)nc3ccccc3c2=O)cc1C | i | 0.6 | 3% | 10 | 822 | -1% | -2% | 9% | 0% | -1.6% | nt
COc1ccc(/C=N/NC(=O)c2ccc(OC)c(OC)c2)cc1COc1c(F)c(F)c(F)c(F)c1F | i | 6.1 | 2% | -7 | 674 | 0% | -9% | ? | -3% | -1.6% | nt
CCOc1ccc(NC(=O)CN2CCN(CC(=O)Nc3ccc(Cl)c(C(F)(F)F)c3)CC2)cc1 | i | 0.6 | 0% | -1 | 796 | -4% | -54% | 11% | -3% | -1.2% | -6.0%
CCOC(=O)CSc1nc2c(c(=O)n1-c1ccc(OCC)cc1)SCC2 | i | 4.3 | 2% | 4 | 719 | -7% | 6% | 1% | -2% | -2.0% | -8.5%
COc1ccc(N(CC(=O)Nc2cccc(N(C)S(C)(=O)=O)c2)S(=O)(=O)c2ccc(C)cc2)cc1 | i | 1.0 | -8% | -5 | 658 | -2% | nt | -4% | 4% | -0.2% | -11%
CCn1nc(C)c(/C=N/NC(=O)Cn2cncn2)c1C | i | 0.4 | -6% | -5 | 725 | -7% | -40% | 6% | nt | 0.5% | nt
CCOCC(=O)Nc1cc(Cl)ccc1C | i | 0.5 | 18% | 0 | 732 | -6% | 10% | 0% | 2% | -1.3% | -5.8%
CCc1ccc(C(C)NC(=O)c2cc(C)oc2C)cc1 (centres undefined) | i | 0.2 | 4% | 0 | 713 | -6% | 3% | 13% | -6% | 1.4% | -3.4%
COc1ccc(C(=O)Cn2nnc(-c3cccs3)n2)cc1 | i | 1.5 | -9% | -2 | 537 | 2% | 3% | -12% | 3% | -0.6% | -7.5%
O=C(Nc1ccccc1Oc1cccnc1)C1CCCN(C/C=C/c2ccc(F)cc2)C1 (centres undefined) | i | 1.2 | 1% | -13 | 832 | -6% | 1% | 3% | 5% | 0.2% | nt
CC1(C)C(=O)C2(C(=O)NCc3ccccc3)CCC1C2 (centres undefined) | i | 0.3 | 0% | 0 | 756 | -6% | 9% | 0% | 0% | -0.7% | -4.7%
CC(NC(=O)NCCCC(=O)O)(C(F)(F)F)C(F)(F)F | i | 0.7 | 1% | 7 | 754 | -10% | -6% | -3% | 9% | 1.4% | -6.4%
O=C(O)/C=C/C(=O)NNC(=O)c1ccc(Cl)cc1Cl | i | 0.0 | -3% | -20 | 687 | -6% | -16% | 1% | 0% | -3.7% | 0.0%
O=C(CSc1nc2[nH]ncc2c(=O)[nH]1)c1ccccc1 | i | 0.5 | -1% | -3 | 672 | -10% | -7% | 3% | -10% | 1.7% | -0.4%
O=C(Nc1ccc(Cl)cc1)c1ccc2snnc2c1 | i | 2.3 | -4% | 18 | 758 | -9% | -16% | -1% | -3% | 1.6% | nt
COc1cccc(NC(=O)COC(=O)c2cccnc2)c1 | i | 0.6 | -10% | -10 | 618 | -5% | -7% | 10% | -6% | 3.6% | -3.1%
CC(/C=C/c1ccc2c(c1)OCO2)=N\NC(=O)COc1ccccc1C | i | 2.6 | 9% | 3 | 700 | 1% | -1% | -3% | 4% | 0.3% | 5.9%
CC(=O)Nc1ccc(C(=O)NNS(=O)(=O)c2ccc(C)cc2)cc1 | i | 0.1 | 14% | 11 | 683 | 8% | -3% | -9% | nt | -0.5% | -3.1%
CCN(c1ccc(NC(=O)COC(=O)c2ccc(C)s2)cc1)C(C)C | i | 0.2 | 0% | 6 | 667 | 1% | 15% | -10% | -2% | -1.4% | -4.1%
COc1cc(/C=N/NC(=O)C(=O)NCc2cccnc2)ccc1O | i | 3.1 | 3% | -7 | 593 | 3% | -11% | 4% | 5% | 0.7% | -8.6%
CCCCN(CCCC)C(=O)C1CC=CCC1C(=O)O (centres undefined) | i | 0.1 | 11% | -6 | 671 | -6% | 18% | 5% | nt | -0.3% | -3.8%
O=C1CC(N2CCN(S(=O)(=O)c3ccc(Cl)cc3)CC2)C(=O)N1CCc1ccccc1 (centres undefined) | i | 1.0 | 0% | 0 | 748 | -1% | 18% | 2% | -5% | -1.4% | -17%
CCCn1c(SCC(=O)Nc2nc(C)cs2)nnc1-c1cccnc1 | i | 2.3 | 2% | -7 | 613 | 1% | 1% | -2% | 5% | 0.1% | -3.5%
O=C(Nc1cccc(Cl)c1)c1ccc(Cn2cc(Cl)cn2)cc1 | i | 0.6 | 2% | -4 | 692 | -5% | -40% | -6% | 5% | 0.0% | 1.3%
CC(=O)Nc1ccc(NC(=O)C2CCCN2C(=O)Nc2cccc(F)c2)cc1 (centres undefined) | i | 0.8 | -2% | -2 | 842 | -5% | 3% | 11% | -4% | -1.3% | nt
N#Cc1c(Nc2ccccc2)c(/C=N/NCCO)c[nH]c1=O | i | 0.5 | 1% | -3 | 792 | -3% | 10% | -20% | nt | 0.8% | -7.6%
COc1ccccc1C1NC(=O)NC(C)=C1C(=O)OC1CCCCC1 (centres undefined) | i | 2.1 | -8% | -3 | 733 | -5% | 12% | -16% | 2% | -1.3% | -11%
c1coc(CNc2nc3ccccc3n2CCN2CCOCC2)c1 | i | 2.2 | -2% | 3 | 744 | -8% | 1% | 7% | -3% | -1.2% | -4.0%
CCCCc1nnc(NC(=O)CSc2nc(=O)cc(N)n2-c2cccc(C)c2)s1 | i | 0.9 | -6% | 16 | 826 | -2% | 1% | 1% | 7% | -0.3% | -3.3%
Cc1ccc(S(=O)(=O)N2CCN(c3ccc([N+](=O)[O-])cn3)CC2)cc1 | i | 0.4 | 9% | 4 | 734 | -9% | -10% | 4% | -9% | -1.1% | nt
Cc1ccc(Cl)cc1NC(=O)COC(=O)CC1CC2CCC1C2 (centres undefined) | i | 0.6 | -2% | 19 | 769 | -8% | 4% | 2% | -5% | -0.2% | -3.5%
CC(C)Sc1nnc(Nc2ccccc2)s1 | i | 0.7 | 3% | nt | nt | -8% | -43% | -2% | 1% | -1.9% | -2.1%
CCc1ccc2[nH]c(=O)c(C(c3nnnn3CC3CCCO3)N3CCCc4ccccc43)cc2c1 (centres undefined) | i | 0.3 | 0% | 2 | 724 | -1% | -8% | 73% | -2% | 5.0% | -6.2%

Three entries out of the list, arranged by molar mass, high to low.
SMILES | Myeloid diff 2 | Myeloid diff 2 GFP+ MAC1+ % | SIAH1 antagonists | Lipid droplet | Lipid droplet cells 6.5 µM | LYP inhibition | HEK293 NOD2/NF-kB | AID2073 | Dengue-2 NS5 capping | HIV peptide binding | XIAP antagonists
O=C(c1cccs1)N1CCN(Cc2ccc3c(c2)OCO3)CC1 | i | 0.5 | 4% | nt | nt | -5% | -1% | 6% | 2% | -0.7% | -7.3%
CC(NC(=O)NCCCC(=O)O)(C(F)(F)F)C(F)(F)F | i | 0.7 | 1% | 7 | 754 | -10% | -6% | -3% | 9% | 1.4% | -6.4%
CCCCN(CCCC)C(=O)C1CC=CCC1C(=O)O (centres undefined) | i | 0.1 | 11% | -6 | 671 | -6% | 18% | 5% | nt | -0.3% | -3.8%

Carrying on.
SMILES | Myeloid diff 2 | Myeloid diff 2 GFP+ MAC1+ % | SIAH1 antagonists | Lipid droplet | Lipid droplet cells 6.5 µM | LYP inhibition | HEK293 NOD2/NF-kB | AID2073 | Dengue-2 NS5 capping | HIV peptide binding | XIAP antagonists
CCOC(=O)C1CCCN(C(=O)c2ccc3c(c2)OCO3)C1 (centres undefined) | i | 1.3 | 24% | -2 | 719 | -2% | 21% | 9% | -6% | -0.9% | -1.3%
O=C(c1ccco1)N(CCC(c1ccccc1)c1ccco1)Cc1ccccc1 (centres undefined) | i | 0.9 | 32% | -6 | 609 | 3% | -4% | 23% | -12% | 16% | -2.6%
O=C(CN(Cc1ccc(F)cc1)C(=O)c1csnn1)NCc1ccc2c(c1)OCO2 | i | 3.4 | -4% | -44 | 639 | -17% | 10% | 5% | 2% | 0.2% | nt
Cc1ccc(NS(=O)(=O)c2ccc(/C=C/C(=O)O)cc2)cc1Cl | i | 0.1 | 1% | 1 | 695 | 7% | 14% | 20% | 0% | 23% | 0.5%

A portion of the library, so the mix of outcomes need not match the whole.
